Source: PubChem (several laboratories)
KOR beta-arrestin-1: kappa opioid receptor blockers – cell-based, luminescence, uHTS (AID 1778) | inhibition, % at 10 µM; hits with a dose series show IC50 in µM | KOR beta-arrestin recruitment, luminescence, antagonist mode; higher % means a stronger effect | 290,000 tested, 0.091% active; note: strong numbers were not always called active
NOD1 inhibition: inhibition of NOD1-driven NF-kB reporter – cell-based, luminescence, uHTS, primary screen (AID 1578); inhibition, % at 4 µM; hits with a dose series show EC50 in µM; 290,000 tested, 1% active; NOD1-driven NF-kB luciferase reporter cells, luminescence; higher % means a stronger effect; in the data active = inhibition mostly above about 36%, no sharp cut-off; inactive = mostly below about 34%;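 note: HEK-293T reporter cells stimulated with the NOD1 agonist gamma-tri-DAP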
ER stress rescue: protection against thapsigargin-triggered cell killing – 384-well, CSM14.1, ATP luminescence, primary screen (AID 1222). CSM14.1 thapsigargin-induced death rescue, ATP luminescence; higher % means a stronger effect. one-dose cellular ATP content (survival), % at 20 µM; EC50 in µM for titrated hits. 190,000 tested, under 10 active;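 active = EC50 below 50 µM in the dose-response confirmation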;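 note: death triggered by thapsigargin at about 15 µM added after 2 h compound pretreatment; cell ATP read after overnight thapsigargin exposure of roughly 18 to 22 hours; normalized against plate controls of thapsigargin alone and 5% DMSO vehicle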
HEK293 NOD2/NF-kB: inhibition of NOD2-driven NF-kB reporter – cell-based, luminescence, uHTS, HEK293 (AID 1566); HEK293 NOD2/NF-kB luciferase reporter, luminescence; higher % means a stronger effect; inhibition, % at 4 µM, or EC50 in µM where a hit was titrated; 290,000 tested, 0.63% active; note: many of its hits are not listed in these tables
NTR1 agonist: NTR1-driven beta-arrestin-GFP spot formation – imaging, U2OS cells, high content, primary screen (AID 493036) | agonist mode | 330,000 tested, 0.17% active | activation, % at 20 µM;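 active = activation at or above 40% of the spot to cytoplasm intensity ratio, with at least 20 cells analyzed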;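 note: 0% = DMSO without peptide and 100% = 100 nM NTR1 peptide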
Target sequence (P30989 whole entry, looked up): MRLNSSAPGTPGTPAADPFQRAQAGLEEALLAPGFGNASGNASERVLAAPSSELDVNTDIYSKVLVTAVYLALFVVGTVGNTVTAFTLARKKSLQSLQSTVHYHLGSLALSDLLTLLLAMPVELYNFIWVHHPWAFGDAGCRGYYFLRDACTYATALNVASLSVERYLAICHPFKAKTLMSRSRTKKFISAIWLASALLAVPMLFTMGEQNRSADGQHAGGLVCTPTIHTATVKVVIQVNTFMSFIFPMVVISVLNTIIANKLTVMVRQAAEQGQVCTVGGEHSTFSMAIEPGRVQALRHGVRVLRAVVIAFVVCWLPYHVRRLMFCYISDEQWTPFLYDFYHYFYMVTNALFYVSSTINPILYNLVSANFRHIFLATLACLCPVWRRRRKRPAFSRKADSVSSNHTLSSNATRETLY
Yfh1-off respiration: mitochondrial function rescue without frataxin homolog – Friedreich's ataxia, plus single-dose screen, dose response (AID 1465); S. cerevisiae Yfh1-off respiration, WST-1 reduction, 72 h; higher fold induction means a stronger effect; fold induction at 50 µM; hits with a dose series show EC50 in µM; 220,000 tested, 0.074% active;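 active = fold induction of absorbance versus untreated yeast above a set limit, then at least 30% activation at any dose in follow-up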;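 note: activators that raise dye reduction in frataxin-depleted yeast; strong numbers were not always called active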
GPR55 beta-arrestin: selective activators of receptor GPR55 – imaging, U2OS cells, beta-arrestin-GFP redistribution, primary screen (AID 1961); activation, % at 10 µM; hits with a dose series show EC50 in µM; 290,000 tested, 0.048% active; U2OS GPR55 beta-arrestin-GFP redistribution imaging; higher % means a stronger effect;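 active = activation above 40% with more than 50 cells counted in the well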;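 note: U2OS osteosarcoma cells stably expressing GPR55 and beta-arrestin-GFP; plate controls were DMSO negative control for no effect and LPI positive control for full effect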
TNAP activation fold: human TNAP enzyme activators, primary screen, biochemical, luminescent, no phosphate acceptor, uHTS (AID 1001); purified TNAP, luminescent activation assay, no phosphate acceptor; higher activation fold means a stronger effect; activation fold at 20 µM; hits with a dose series show EC50 in µM; 200,000 tested, 0.03% active; in the data active = activation fold from about 3, or a potency from the dose series; inactive = the rest, 99 in 100 with activation fold below about 1.6; note: many of its hits are not listed in these tables
KOR beta-arrestin-2: kappa opioid receptor activators – cell-based, luminescence, uHTS, primary screen (AID 1777). KOR beta-arrestin recruitment, luminescence; higher % means a stronger effect. activation, % at 10 µM, or EC50 in µM where a hit was titrated. 280,000 tested, 0.02% active; in the data active = activation above about 50%, passing the limit was not always enough; note: a part of the inactive calls stands beside numbers as strong as those of hits
NTR1 agonist cell count 20 µM: further read-out of NTR1 agonist, marked with its call; cell count; measured here: cell count, cytotoxicity flag
* = called active by the depositor; i = inactive; x = no result given; [ ] = remark or other dose. Cut-off read from the data, not from the text of the source, unless noted: active = inhibition above about 50%; inactive = the rest. This is a subset; count on the stated rates, not on these rows.

SMILES	KOR beta-arrestin-1	NOD1 inhibition	ER stress rescue	HEK293 NOD2/NF-kB	NTR1 agonist	NTR1 agonist cell count 20 µM	Yfh1-off respiration	GPR55 beta-arrestin	TNAP activation fold	KOR beta-arrestin-2
Cc1cc(C)nc(N2C(=O)CC(C(=O)O)NC2=NCCc2c[nH]c3ccccc23)n1 (configuration not stated)	12%	13%	3.1%	14%	-0.2	35	i	-0.3%	1.1	0.3%
O=C(Nc1ccnn1C1CCN(CCCc2ccccc2)CC1)c1ccccc1	-27%	17%	x	4%	0.8	57	x	-0.1%	x	8.0%
COc1ccc(/C(N)=N/OC(=O)c2ccc3c(c2)OCO3)cc1	-21%	-29%	-4.6%	-68%	2.2	74	i	-0.4%	1.1	1.1%
O=C(CN1CCC(NC(=O)c2cccc(F)c2)CC1)NCc1ccccc1F	28%	14%	0.6%	-6%	0.3	74	x	0.3%	1.1	-2.0%
CCOC(=O)/C(C#N)=C/c1ccc(OC(=O)c2ccco2)c(OCC)c1	-41%	-27%	-0.4%	-3%	1.7	53	i	0.5%	1	-3.0%
Clc1ccccc1C1SCC2Nc3ccccc3CN21 (configuration not stated)	3%	x	-1.4%	-4%	2.8	40	i	-0.1%	1.1	-0.4%
COCCNC(=O)C1(C)C=CC2(CCCCC2)N1C(=O)c1ccccc1 (configuration not stated)	8%	-13%	8.4%	6%	-0.8	59	i	-0.1%	1.1	-0.5%
Cc1ccc(S(=O)(=O)NNC(=O)c2ccc(O)cc2)cc1	35%	-14%	-3.8%	15%	3.0	67	i	-0.4%	1	-0.6%
CC1=C(C(=O)OCC(C)C)C2(O)C(=O)c3ccccc3C2(O)N1 (configuration not stated)	24%	1%	-0.8%	-7%	-1.2	57	i	0.0%	1	-1.8%
CCCNC(=O)[C@@H]1CCCN1C(=O)C1CCN(S(=O)(=O)c2ccc(C)cc2)CC1	-3%	-17%	x	21%	-0.9	46	x	-0.2%	x	17%
CCOc1ccc(NC(=O)CCNS(=O)(=O)c2ccc(Br)s2)cc1	15%	-2%	2.0%	19%	-0.6	45	i	0.2%	1	-5.2%
CCN(CC)C(=S)SCC(=O)Nc1nc(=O)c2ccccc2s1	-22%	-32%	-1.0%	11%	1.3	85	i	-0.2%	1.1	4.2%
Cc1ccn2cc(CCNC(=O)CC3CCCCC3)nc2c1	-4%	-8%	0.0%	4%	-1.7	79	i	0.7%	1	-0.1%
C[C@H](NC(=O)c1[nH]cnc1C(=O)Nc1ccc(CNC(=O)OC(C)(C)C)cc1)C(=O)OC(C)(C)C	16%	7%	x	14%	36	59	i	1.4%	x	0.4%
CCn1c(SCC(=O)Nc2ccccc2N2CCCCC2)nc2c1c(=O)n(C)c(=O)n2C	-36%	-6%	x	-7%	9.8	42	i	-0.2%	1.1	1.4%
NC(=O)c1ccsc1NC(=O)COC(=O)/C=C/c1ccc([N+](=O)[O-])cc1	-22%	2%	x	-5%	4.7	43	i	-0.1%	x	3.2%
COc1ccccc1NC(=O)C(NC(=O)c1ccc(C)cc1)c1ccccc1 (configuration not stated)	-24%	-35%	x	2%	0.3	63	x	-0.1%	x	-3.0%
CCNc1nc(NCC)n2c(SC(C)C(=O)c3ccc(C)cc3)nnc2n1 (configuration not stated)	20%	-32%	-1.4%	-2%	-0.3	68	i	0.2%	1	5.4%
O=C(NC1CCN(C(=O)Nc2cccc(Cl)c2)CC1)c1ccccc1	-17%	-24%	x	-9%	2.5	40	x	-0.2%	x	3.8%
CN(C)S(=O)(=O)c1cccc(NC(=S)NC(=O)C2CCCCC2)c1	-15%	-10%	-1.4%	-14%	2.7	44	i	0.1%	1	2.1%
O=C(Nc1ccccn1)c1cccs1	-96%	-10%	-2.6%	-19%	-2.3	37	i	0.2%	1	5.6%
FC(F)(F)c1cnc(/C=C/Nc2ccccc2Cl)c(Cl)c1	2%	12%	-2.8%	10%	4.4	74	i	0.5%	1	-2.5%
CCOC(=O)N1CCN(CCC(=O)Nc2ccc(C)c(Br)c2)CC1	5%	-6%	-1.1%	14%	1.1	37	i	-0.1%	1	-2.3%
CC1CCCCN1CCNC(=O)c1cc2c(-c3ccccc3F)nn(C)c2s1 (configuration not stated)	14%	-2%	0.6%	-7%	-1.4	59	i	-0.1%	1.1	-8.1%
C(=C\c1ccncc1)/c1ccncc1	-2%	-8%	x	22%	0.6	63	i	0.4%	x	3.0%

Profiles as entered above.
`CCN(CC)C(=S)SCC(=O)Nc1nc(=O)c2ccccc2s1` is listed as KOR beta-arrestin-1: -22%; NOD1 inhibition: -32%; ER stress rescue: -1.0%; HEK293 NOD2/NF-kB: 11%; NTR1 agonist: 1.3; NTR1 agonist cell count 20 µM: 85; Yfh1-off respiration: i; GPR55 beta-arrestin: -0.2%; TNAP activation fold: 1.1; KOR beta-arrestin-2: 4.2%
`CCCNC(=O)[C@@H]1CCCN1C(=O)C1CCN(S(=O)(=O)c2ccc(C)cc2)CC1` is listed as KOR beta-arrestin-1: -3%; NOD1 inhibition: -17%; ER stress rescue: x; HEK293 NOD2/NF-kB: 21%; NTR1 agonist: -0.9; NTR1 agonist cell count 20 µM: 46; Yfh1-off respiration: x; GPR55 beta-arrestin: -0.2%; TNAP activation fold: x; KOR beta-arrestin-2: 17%
`CN(C)S(=O)(=O)c1cccc(NC(=S)NC(=O)C2CCCCC2)c1` is listed as KOR beta-arrestin-1: -15%; NOD1 inhibition: -10%; ER stress rescue: -1.4%; HEK293 NOD2/NF-kB: -14%; NTR1 agonist: 2.7; NTR1 agonist cell count 20 µM: 44; Yfh1-off respiration: i; GPR55 beta-arrestin: 0.1%; TNAP activation fold: 1; KOR beta-arrestin-2: 2.1%

Shown as labelled records: entries from further up.
CCOC(=O)N1CCN(CCC(=O)Nc2ccc(C)c(Br)c2)CC1
  KOR beta-arrestin-1: 5%	NOD1 inhibition: -6%	ER stress rescue: -1.1%	HEK293 NOD2/NF-kB: 14%	NTR1 agonist: 1.1	NTR1 agonist cell count 20 µM: 37	Yfh1-off respiration: i	GPR55 beta-arrestin: -0.1%	TNAP activation fold: 1	KOR beta-arrestin-2: -2.3%

CC1=C(C(=O)OCC(C)C)C2(O)C(=O)c3ccccc3C2(O)N1 (configuration not stated)
  KOR beta-arrestin-1: 24%	NOD1 inhibition: 1%	ER stress rescue: -0.8%	HEK293 NOD2/NF-kB: -7%	NTR1 agonist: -1.2	NTR1 agonist cell count 20 µM: 57	Yfh1-off respiration: i	GPR55 beta-arrestin: 0.0%	TNAP activation fold: 1	KOR beta-arrestin-2: -1.8%

Other structures
SMILES	KOR beta-arrestin-1	NOD1 inhibition	ER stress rescue	HEK293 NOD2/NF-kB	NTR1 agonist	NTR1 agonist cell count 20 µM	Yfh1-off respiration	GPR55 beta-arrestin	TNAP activation fold	KOR beta-arrestin-2
Cc1cccn2c(=O)c3cc(C(=O)NCC4CCCO4)c(=N)n(Cc4cccnc4)c3nc12 (configuration not stated)	6%	-9%	5.2%	6%	0.9	54	i	0.0%	1.1	-6.6%
CCOC(=O)CNC(=O)CSc1nc(-c2cccc(C)c2)ns1	-32%	-45%	x	-12%	-0.2	54	i	1.1%	1	2.4%
O=C(CCS(=O)(=O)c1ccc(Br)cc1)N1CCN(c2ccccc2)CC1	-7%	-21%	1.1%	12%	2.0	41	i	-0.1%	1	-1.4%
COc1ccc(/C=C/C(=O)NCCC(=O)N2CCCN(C)CC2)cc1	15%	-8%	-0.3%	20%	0.1	57	i	-0.6%	1	-3.4%
CCOc1ccc(S(=O)(=O)n2ccnc2)c2ccccc12	-24%	2%	1.1%	4%	-1.8	102	i	-0.1%	1.2	-0.8%
COC(=O)C1=NNC2C(=O)N(c3ccc(C)cc3)C(=O)C12 (configuration not stated)	-37%	-8%	-2.2%	9%	1.3	45	i	-0.3%	1.1	3.3%
O=C(C1=C[C@H](C2CCCCC2)C[C@H](OCc2ccc(CO)cc2)O1)N1CCN(Cc2ccc3c(c2)OCO3)CC1	20%	-15%	0.5%	13%	8.5	98	i	-0.2%	1	-1.7%
NC(=O)c1ccc(NC(=O)C2CC2)cc1	-14%	-4%	-1.8%	5%	2.2	83	i	0.4%	1.1	1.8%
Cc1cccc(C)c1NC(=O)CCCSc1nnnn1C	2%	-23%	1.3%	8%	-1.4	87	i	0.3%	1.1	-3.0%
CCCc1nc2ccccc2c(NC(=O)CN(CC)CC)c1CC	-20%	-22%	-5.1%	-1%	-0.4	49	i	1.3%	1	4.4%
COc1ccc(C(=O)NC(=S)N(CCC(C)C)c2c(N)n(Cc3ccccc3)c(=O)[nH]c2=O)cc1	-1%	-15%	-1.6%	-1%	-1.1	53	i	-0.2%	1.2	-5.2%
COc1cc(NC(=O)CCS(=O)(=O)c2ccc3c(c2)oc(=O)n3C)cc(OC)c1OC	18%	-1%	x	23%	0.3	66	x	-0.2%	x	-4.1%
O=C(NC1CCCCC1)C(c1cccnc1)N(C(=O)c1csnn1)C1CCCC1 (configuration not stated)	1%	-52%	0.6%	-7%	-0.7	72	i	0.2%	1.1	-0.9%
C=CCn1c(-c2cccc(OCC)c2)n[nH]c1=S	-10%	-30%	-0.3%	24%	-2.1	68	i	0.4%	0.8	-2.6%
CCN(Cc1ccccc1)C(=O)CSc1nc(C)cc(C)c1C#N	11%	-17%	x	-7%	0.7	97	i	-0.1%	1.1	-1.2%
COc1ccc(Cn2c(=O)c3[nH]cnc3n(-c3ccc(C)cc3)c2=O)cc1	25%	7%	x	8%	2.3	38	i	-0.2%	x	2.4%
CCOC(=O)CSc1nnc(CSc2nc(C)cc(C)n2)n1Cc1ccco1	19%	-6%	-2.2%	-15%	-2.0	105	i	-0.1%	1.1	1.4%
CC(=O)c1ccc([N+](=O)[O-])c(CS(=O)(=O)c2ccccc2)c1	-4%	-4%	x	9%	3.3	85	x	0.6%	x	3.0%
CCOc1ccccc1NC(=O)c1cccc(NC2=NC3CS(=O)(=O)CC3S2)c1 (configuration not stated)	-7%[20 µM]	13%	x	17%	2.5	25	x	-0.1%	x	-4.8%
COc1ccc(C(C(=O)NC2CCCC2)N(Cc2ccc(F)cc2)C(=O)c2ccn[nH]2)cc1OC (configuration not stated)	-15%	3%	0.9%	0%	-0.5	50	i	1.1%	1.6	2.0%
Cc1nc2sc(C(c3ccco3)N3CCN(C(c4ccccc4)c4ccccc4)CC3)c(O)n2n1 (configuration not stated)	-34%	-4%	1.8%	6%	3.4	87	i	-0.1%	1.1	3.4%
Cc1ccc(NS(=O)(=O)c2ccc(C(=O)OCC(=O)NCC3CCCO3)cc2)cc1 (configuration not stated)	19%	-20%	0.3%	8%	2.4	104	i	0.4%	1.1	-6.7%
Cc1ccc(C)c(-c2csc(NC(=O)c3cnccn3)n2)c1	32%	-18%	-1.6%	20%	3.3	49	i	-0.4%	1.2	-1.8%
